Assay outcomes deposited in PubChem BioAssay by Broad Institute.
esBAF inh: SWI/SNF esBAF complex inhibition | reporter increase, % at 12.5 µM | hit rate 2% among 350,000 | mouse ES cells, Bmi1-luciferase knock-in reporter, 24 h; 100% = twice the neutral-well signal | AID 602393; in the data active means activation above about 40%; inconclusive means no clear call, values can overlap the other calls;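 further: 0% = median of the plate's neutral control wells and 100% = double that signal; a rise in the Bmi1 reporter signal indicates esBAF inhibition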
RAD54 inh: blocks human RAD54 Holliday junction branch migration; Q92698; hit rate 0.14% among 360,000; FAM/BHQ fluorescence; inhibition, % at 10.4 µM; AID 602329;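 active means mean normalized replicate activity at least 40 and at least half of replicates scoring 40 or more; inconclusive means only one of the two criteria met; inactive means mean below 40 and under half of replicates reaching 40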;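 further: 0% = median of neutral control wells and 100% = median of positive control wells; inhibitors cause a drop in the FAM fluorescence signal; in these data hits start at about 50%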
Xi reactivation: reactivates the inactive X chromosome in mouse fibroblasts; XiGFP mouse fibroblasts, % GFP-positive cells imaging, 3 d; cells co-treated with 5-aza-dC sensitizer; scaled so ellipticine positive control = 100%; activation, % at 7.58 µM; hit rate 0.055% among 360,000; AID 743238;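 active means mean normalized replicate activation at least 10% and every replicate at or above 10%; inconclusive means only one of the two criteria met; inactive means mean below 10% and not all replicates reach 10%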;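 further: 0% = median of on-plate neutral control wells and 100% = ellipticine 6 µM median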
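System: 68-5-11 XiGFP fibroblast line | Buffer or medium: DMEM containing 5-aza-dC | Compound: Single point | Times: Compounds 3 days, fix/stain 15 min at room temperature | Benchmarks: Positive control ellipticine, 6 µM final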
E-sel inducer: induces E-selectin expression in human endothelial cells; P16581; hit rate 0.37% among 260,000; HUVEC E-selectin immunofluorescence imaging; normalized: neutral wells 0, TNF-alpha wells 100; activation, % at 7.58 µM;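 active means mean E-selectin-positive cell signal at least 10% of the positive control, reached in at least 60% of replicates, without over 20% cell loss; inconclusive means no rule given, readout overlaps actives, possibly toxicity-flagged; inactive means the rest, including those meeting only one limit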;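 further: in these data hits start at about 27%; measured in HUVEC primary endothelial cells; signal is the percent of cells scored E-selectin positive by PE staining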
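System: HUVEC, human umbilical vein endothelial cells; quantity: 3,000 cells/well; buffer or medium: EGM-2 medium, gelatin-coated wells; dosing: single-point compound dose; detection: immunofluorescence imaging; evaluation: % PE-positive cells; benchmarks: TNF-alpha, DMSO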
S100A4 inh HTS: blocks human S100A4 binding to myosin IIA peptide. S100A4/TAMRA-MyoIIA peptide fluorescence polarization. P26447. hit rate 0.14% among 360,000. inhibition, % at 10.7 µM;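 active means mean inhibition of at least 70% across replicates, with every replicate also reaching that level; inconclusive means mean inhibition reaches 70% but some replicates fall short; inactive means mean inhibition below 70%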
Target sequence (P26447 whole entry, looked up): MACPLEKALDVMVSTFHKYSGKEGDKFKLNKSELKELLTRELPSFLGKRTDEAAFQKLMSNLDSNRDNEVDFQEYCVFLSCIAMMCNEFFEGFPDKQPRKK
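Compound dosing: one dose per compound; test system: human S100A4 monomer with TAMRA-labelled myosin IIA peptide; probe or stimulus: TAMRA-labelled myosin IIA heavy-chain peptide probe, 5 nM; medium: HEPES buffer with Ca2+, pH 7.2; schedule: 5 min incubation before reading; benchmarks: neutral control DMSO, positive control TFP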
RAD52 anneal inh: inhibitors of human RAD52 DNA annealing | recombinant RAD52 DNA annealing, FRET fluorescence | inhibition, % at 18.7 µM | hit rate 0.46% among 360,000;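 active means every replicate showing at least 50% inhibition; inconclusive means mean inhibition at least 50% but not in every replicate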
Target sequence (P43351 whole entry, looked up): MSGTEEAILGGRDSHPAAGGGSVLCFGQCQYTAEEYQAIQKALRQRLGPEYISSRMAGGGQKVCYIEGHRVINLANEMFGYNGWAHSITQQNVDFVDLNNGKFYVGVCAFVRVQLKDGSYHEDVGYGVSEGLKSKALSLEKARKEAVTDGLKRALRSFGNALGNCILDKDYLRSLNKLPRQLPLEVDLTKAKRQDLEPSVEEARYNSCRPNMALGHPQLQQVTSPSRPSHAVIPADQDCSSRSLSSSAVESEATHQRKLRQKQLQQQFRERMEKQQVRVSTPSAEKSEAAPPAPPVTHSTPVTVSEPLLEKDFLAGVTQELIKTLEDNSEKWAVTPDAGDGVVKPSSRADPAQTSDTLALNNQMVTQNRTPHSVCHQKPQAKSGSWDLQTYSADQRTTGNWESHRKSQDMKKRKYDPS
ERAP1 HTS inh: ERAP1 (human) enzyme inhibition | hit rate 0.15% among 340,000 | inhibition, % at 10.7 µM | Q9NZ08 | recombinant ERAP1, Leu-AMC fluorescence, 60 min;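 active means mean replicate inhibition of at least 30%, or all replicates individually reaching that 30% level; inactive means mean below 30% and not every replicate reaching it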;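 further: 0% = neutral control wells and 100% = L-leucinethiol positive control wells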
ERp5 block: ERp5 (human) disulfide isomerase inhibition. hit rate 0.05% among 350,000. inhibition, % at 9.99 µM. Q15084. ERp5 insulin aggregation, absorbance 650 nm, 90 min;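 active means mean replicate inhibition above about 25%, with every replicate also reaching it, limit read from the data, passing the limit was not always enough; inconclusive means only one of those two criteria met; inactive means neither criterion met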
Target sequence (Q15084 whole entry, looked up): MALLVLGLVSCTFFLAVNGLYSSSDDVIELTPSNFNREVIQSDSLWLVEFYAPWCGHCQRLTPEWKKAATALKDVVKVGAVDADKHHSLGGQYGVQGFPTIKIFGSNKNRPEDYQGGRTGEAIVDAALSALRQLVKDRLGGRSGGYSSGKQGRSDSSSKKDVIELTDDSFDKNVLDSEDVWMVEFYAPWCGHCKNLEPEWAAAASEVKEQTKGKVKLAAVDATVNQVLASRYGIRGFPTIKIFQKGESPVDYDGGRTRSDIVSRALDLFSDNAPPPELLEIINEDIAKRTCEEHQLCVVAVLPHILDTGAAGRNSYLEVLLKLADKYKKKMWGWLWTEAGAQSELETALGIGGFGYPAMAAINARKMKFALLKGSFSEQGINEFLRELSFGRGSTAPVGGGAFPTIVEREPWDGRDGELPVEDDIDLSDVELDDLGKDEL
The depositor's hits bear a star; ? = inconclusive; nt = no result given.

SMILES	esBAF inh	RAD54 inh	Xi reactivation	E-sel inducer	S100A4 inh HTS	RAD52 anneal inh	ERAP1 HTS inh	ERp5 block
O=C(COc1ccc(C(=O)c2ccc(F)cc2)cc1)NCc1ccc(F)cc1	nt	2	0.4	nt	1	-13	6	-3
CN(Cc1ccccc1)C(=O)COC(=O)C12CC3CC(CC(Br)(C3)C1)C2	-6	-2	0.1	-0.1	-13	0	-3	1
C=C(C)CNC(=S)N/N=C/c1ccc(NC(C)=O)cc1	2	2	0.4	0.2	-3	5	-1	1
Cc1nonc1NC(=O)CSc1nc2cc(Cl)ccc2c2c1CCCC2	nt	nt	nt	nt	0	-20	-2	-4
C[C@H](CO)N1C[C@H](C)[C@H](CN(C)C(=O)NC2CCCCC2)OCCCC[C@H](C)Oc2ccc(NC(=O)Nc3ccc4c(c3)OCO4)cc2C1=O	56*	0	0.0	nt	-3	13	-2	-5
CC(C)(C)NC(=O)C(c1ccc(Cl)cc1)N(CCO)C(=O)c1snc(C(N)=O)c1N (centres undefined)	-8	10	0.1	nt	-11	-8	-8	0
C=CCNC(=S)N1CCC2CC1c1c(Cl)cccc12 (centres undefined)	4	-1	0.1	nt	-1	-10	-1	0
O=C(Nc1ccc(CN2CCOCC2)cc1)c1ccc2ccccc2c1	61*	1	-0.1	-0.1	36	-14	-1	-26
O=C(CN1CCN(S(=O)(=O)c2ccc(F)c(Cl)c2)CC1)N1CCc2ccccc21	2	-7	0.3	4.5	-18	-10	0	-2
COc1cccc(OC)c1C(=O)NNC(=O)c1ccccc1-n1cccc1	nt	nt	-0.2	nt	-2	-4	-2	8
COc1cc(NS(=O)(=O)c2ccc(NC(=S)NC(=O)COc3ccccc3OC)cc2)nc(OC)n1	10	-7	0.0	nt	-4	12	-2	1
OCCCn1c(C2CCCN2c2nc(-c3ccc(F)cc3)cs2)nc2cc(C(F)(F)F)ccc21 (centres undefined)	14	-7	0.0	-0.5	0	-26	-2	-1
COc1ccc(Cl)cc1N/C(N)=N/c1nc(C)cc(C)n1	-2	2	0.0	nt	7	-2	4	1
O=C(Nc1ccccc1)N1C[C@@H]2[C@H](c3ccccc31)[C@@H](CO)N2C(=O)c1ccncc1	12	-17	0.3	1.1	-2	7	1	1
O=C(Nc1ccccc1N1CCOCC1)c1cc(Cl)c2c(c1)OCO2	-1	-4	0.2	-0.7	-1	-17	-2	0
Cc1c(Cl)cccc1NC(=S)NCC(C)C	nt	nt	0.2	2.2	2	-2	0	3
Cc1cc(C(=O)N2CCCC(C(=O)c3cc(F)ccc3F)C2)c(C)o1 (centres undefined)	-4	nt	-0.1	nt	-12	-14	-1	1
CC(C)CN1C(=O)C(=O)N(CC(=O)NCCCc2ccccc2)C1=O	-3	-5	0.4	-0.1	2	-10	-1	7
OC(CCN1CCC2(CC1)OCCO2)C(F)(F)F (centres undefined)	nt	nt	0.1	nt	0	6	3	0
CCOC(=O)[C@H]1[C@H]2COc3ccc(Cl)cc3[C@@H]2N2C(=O)CN(CC3CCCO3)C(=O)[C@@]12C (some centres undefined)	-12	-12	0.0	-0.1	1	14	-1	-2
COC(=O)[C@]12C[C@H](CC(=O)NCC3CCCCC3)C(=O)N(Cc3ccccc3)C1=C[C@H](C1CCCC1)O[C@@H]2C	nt	nt	0.2	-0.4	-3	8	-3	5
Cc1nc2ccc(NC(=O)NC(=O)c3c(Cl)cccc3Cl)cc2o1	nt	nt	0.2	64*	-6	-18	nt	5
COc1cccc(/C=N/Nc2ncnc3scc(-c4ccccc4)c23)c1OC	2	11	nt	nt	-17	-3	0	3
CC(C)NC(=O)c1sc(=S)n2c1[nH]c(=O)c1ccc(C(=O)NCCc3ccc(Cl)cc3)cc12	3	7	0.1	-0.7	-3	-27	3	5
COC(=O)[C@]12CCCCC=C1N(Cc1cccc3ccccc13)C(=O)[C@H](CC(=O)NCc1cccc(C(F)(F)F)c1)C2	nt	nt	0.0	-0.1	-6	-15	1	-9
O=C(c1ccc(F)cc1)N1CC[C@@H]2[C@@H](CO)Nc3ccc(-c4ccccc4F)cc3[C@@H]21	2	-9	0.0	0.7	-13	-8	1	3
COc1ccc(CCNC(=O)c2cc(=O)n(C)c(=O)n2C)cc1OC	nt	nt	0.5	nt	8	-7	1	1
COc1ccc(NS(=O)(=O)c2cccc(NC(=O)c3cnccn3)c2)cc1Br	nt	-2	0.4	nt	-1	-12	-8	-5
CN(C(=O)CSc1cc(Cl)ccc1Cl)C1CCS(=O)(=O)C1 (centres undefined)	-6	1	0.0	-0.1	-1	-1	-1	-6
CN(C)S(=O)(=O)c1cccc(-c2nnc(-c3ccccc3)o2)c1	nt	nt	nt	nt	-3	-14	4	-12
O=C(C1CCOCC1)N1CC(=O)N2[C@H](CO)[C@H](c3ccc(C#CC4CC4)cc3)[C@H]2C1	nt	nt	0.0	-0.2	3	-4	0	-1
CC(=O)C(C)Oc1ccc(Cc2ncc(C(F)(F)F)cc2Cl)cc1 (centres undefined)	nt	nt	0.0	-0.1	1	-7	-3	-4
CCN(CC)S(=O)(=O)c1cc(NC(=O)C(C)OC(=O)c2[nH]c(C)c(C(C)=O)c2C)ccc1C (centres undefined)	nt	-9	0.0	nt	-7	-16	2	9
N#CNC(=Nc1cccc(Cl)c1)Oc1ccccc1	-11	0	0.1	1.7	-8	-17	-1	-2
Cc1noc(C)c1NC(=O)N(C)C[C@@H]1Oc2ccc(NC(=O)C3CCCCC3)cc2CC(=O)N([C@H](C)CO)C[C@H]1C	-4	2	-0.9	0.0	13	3	1	3
C[C@@H]1CCCCO[C@H](CN(C)C(=O)Nc2ccc3c(c2)OCO3)[C@H](C)CN([C@H](C)CO)C(=O)c2cc(NS(=O)(=O)c3ccc(F)cc3)ccc2O1	nt	nt	0.2	0.1	9	-12	1	-1
O=C(c1ccc(F)cc1)N1[C@@H](CO)[C@@H]2c3ccccc3NC[C@@H]21	1	-11	0.1	0.0	-2	-2	0	-3
O=C(O)CSCC(=O)Nc1ccccn1	nt	nt	0.1	nt	-9	2	-4	-1
O=C(c1ccc(F)cc1)N1C[C@@H]2[C@H](c3ccccc31)[C@H](CO)N2Cc1ccc2c(c1)OCO2	-2	-3	0.0	-0.4	3	9	0	-5
O=S(=O)(Cc1cc(-c2ccccc2)no1)c1ccccc1	nt	nt	-0.2	nt	3	-13	-1	-2
Cc1ccc(NC(=O)CN(C)C(=O)/C=C/c2cccc(F)c2)cc1	nt	nt	-0.1	3.4	2	-16	-4	5
COc1ccc(C(NC(=O)/C=C/c2ccco2)c2ccc(OC)cc2)cc1	nt	nt	0.0	0.8	-3	-29	3	-5
Cc1ccccc1SCC(=O)Nc1ccc(N2CCOCC2)cc1	nt	nt	0.3	-0.7	-5	-9	0	-1
COc1ccccc1NC(=O)CC1S/C(=N/N=C(\C)C2CCCCC2)NC1=O (centres undefined)	-6	-8	0.0	-0.1	-2	8	2	2
CN(Cc1ccc(C(C)(C)C)cc1)C(=O)C1CCN(C(=O)Nc2ccccc2)CC1	nt	-8	0.0	nt	3	-7	1	-3
Cc1nn(C)c(Cl)c1CN1CCCC(C(=O)Nc2cccc(-n3cccn3)c2)C1 (centres undefined)	7	-1	0.0	-0.3	7	-12	1	4
Cc1ncoc1C(=O)NCc1ccccc1Cl	nt	nt	nt	nt	0	-16	-3	2
COc1cccc(CC2(CO)CCCN(Cc3ccc4c(c3)OCCO4)C2)c1 (centres undefined)	1	-5	-0.1	0.0	-16	-94	0	-7
O=C(N/N=C/C(Cl)=C\c1ccccc1)c1cccs1	nt	2	0.1	nt	4	8	nt	-5
CC(C)NC(=O)Nc1ccc2c(c1)C(=O)N(C)[C@@H]1CC[C@@H](CC(=O)NCC(F)(F)F)O[C@H]1CO2	0	-10	0.2	0.1	nt	nt	nt	nt
CCOc1ccc(S(=O)(=O)NCCc2ccccn2)cc1	6	-10	0.5	-0.4	-12	-14	1	7
CCc1nc2ccc(C(=O)NCCOc3ccc(OC)cc3)cn2c1N(C)CCCc1ccccc1	-1	4	0.0	0.4	0	-52	-1	6
N#C[C@@H]1[C@@H](c2ccc(-c3ccccc3)cc2)[C@H](CO)N1C(=O)Cc1ccccc1	6	-23	0.1	-0.1	?	-68	1	2
COc1ccc(NC(=O)CSc2ncnc3sc(C)cc23)cc1	-5	12	0.2	0.1	-2	-1	0	-2
CC(C)CN1CCN(Cc2c[nH]c3ccccc23)CC1CCO (centres undefined)	-8	12	0.1	0.1	3	-7	1	0
O=C(C1=C(O)C(=O)N(Cc2ccco2)C1c1cccc([N+](=O)[O-])c1)c1ccco1 (centres undefined)	3	-3	0.1	nt	7	-23	5	4
C[C@@H]1CN([C@H](C)CO)C(=O)c2cc(NC(=O)CCC(F)(F)F)ccc2O[C@H]1CN(C)C(=O)NC1CCCCC1	-5	-2	-0.4	-9.4	6	-2	nt	5
O=C(c1cc([N+](=O)[O-])ccc1N1CCCC1)N1CCCC1	nt	nt	0.0	6.3	-4	-18	0	6
CC(C)c1ccc(NC(=O)Nc2nc(CN)cs2)cc1	20	9	-0.1	-0.1	-6	-18	-3	1
O=C(NCc1ccc(F)cc1Cl)C1CC(=O)N(C2CCCCCCC2)C1 (centres undefined)	-1	1	0.0	0.6	-8	-5	-3	-2
Continuation.
SMILES	esBAF inh	RAD54 inh	Xi reactivation	E-sel inducer	S100A4 inh HTS	RAD52 anneal inh	ERAP1 HTS inh	ERp5 block
CC1CCCN(CCOc2cccc(Oc3ccccc3)c2)C1 (centres undefined)	-3	9	-0.1	0.0	2	5	-2	4
COc1ccc2c3c([nH]c2c1)[C@H](CO)N(C(=O)c1ccc(F)cc1)CC31CN(Cc2cccnc2)C1	nt	nt	0.2	-0.1	-28	15	-2	2
C[C@H]1CN=C(Nc2ccccc2)N1CCC1CCCC1	-6	0	0.0	0.0	-3	-3	-2	-2
O=[N+]([O-])c1ccc(Cc2ccccn2)c([N+](=O)[O-])c1	nt	nt	1.0	-0.2	2	-11	3	3
COc1ccc(S(=O)(=O)N(C)C[C@@H]2OCCCC[C@H](C)Oc3ccc(NC(=O)NC(C)C)cc3C(=O)N([C@H](C)CO)C[C@@H]2C)cc1	5	3	0.3	-0.1	-13	15	-1	3
CC1Oc2ccccc2C=C1/C=N/NC(=O)[C@@H](C)NC(=O)OC(C)(C)C (some centres undefined)	nt	nt	0.4	0.4	-2	-5	2	-2
C[C@@H]1CN([C@@H](C)CO)C(=O)c2cc(NC(=O)C3CC3)ccc2O[C@H]1CN(C)Cc1ccncc1	-2	3	0.2	1.2	12	5	-2	5
Cc1ccc(S(=O)(=O)N(C)C[C@@H]2Oc3ccc(NC(=O)Nc4ccc5c(c4)OCO5)cc3C(=O)N([C@@H](C)CO)C[C@H]2C)cc1	-3	-15	0.0	1.5	0	-3	3	-8
CO[C@@H]1CN(C)C(=O)c2ccc(NS(=O)(=O)c3cn(C)cn3)cc2OC[C@H](C)N(CC2CC2)C[C@H]1C	-3	1	0.3	0.2	4	10	0	2
